Bioassay records deposited in PubChem by several laboratories.
Pemphigus Ab inh – inhibitors of pemphigus antibody binding to human desmoglein-3; binding (percent of control), % at 10 µM; P32926; AID 588358; DSG3-coupled beads, scFv-anti-DSG3-GFP binding, flow cytometry; stronger effect = lower value; 310,000 compounds, 0.48% hits;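 active = binding more than 3 SD below its plate's average and above zero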; note: some compounds called inactive have numbers as strong as hits
DAGLB inhibitor – diacylglycerol lipase beta (human) inhibition; inhibition, % at 5.17 µM; AID 504411; 340,000 compounds, 0.059% hits; Q8NCG7; HEK293T DAGLB membrane lysate, EnzChek fluorogenic substrate; in the data active = inhibition above about 34%;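 note: 0% = enzyme with vehicle and 100% = wells lacking enzyme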
CAL PDZ FP-1 – inhibitors of human CAL PDZ peptide binding; inhibition, % at 20 µM; 330,000 compounds, 0.02% hits; purified CAL PDZ, TMR-peptide fluorescence polarization, 1 h; AID 504414; Q9HD26;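 active = highest replicate inhibition of at least 40%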;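 note: plate controls were DMSO neutral control wells for no effect and unlabeled competitor peptide control wells for full effect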
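Material: tagged CAL PDZ domain; buffer or medium: 25 mM sodium phosphate pH 7.4, 150 mM NaCl, TCEP, IgG, Thesit; compound dosing: single point, 20 µM; schedule: 1 h incubation at room temperature before polarization reading; measured by: FP readout, S and P plane fluorescence; read-out basis: percent inhibition from loss of millipolarization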
V-ATPase pHluor – regulators of yeast V-ATPase proton transport. AID 504577. 350,000 compounds, 0.37% hits. response, % at 10 µM. S. cerevisiae, pHLuorin cytosolic pH fluorescence; in the data active = response mostly above about 7.3%, no sharp cut-off; inactive = mostly below about 5.4%; note: actives read high; inactives centre near 0; some compounds called inactive have numbers as strong as hits; reference of the scale not given here
Keap1-Nrf2 PPI – Keap1-Nrf2 (human) interaction inhibition. 340,000 compounds, 0.15% hits. Q14145. inhibition, % at 9.4 µM. AID 504523. Keap1 Kelch-Nrf2 peptide fluorescence polarization, 1536-well; in the data active = inhibition above about 12%;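 note: human Keap1 Kelch domain with fluorescein labeled Nrf2 9mer peptide probe; 0% = neutral control wells and 100% = peptide positive control; higher means more block of Keap1 binding to Nrf2 peptide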
Target sequence (Q14145 whole entry, looked up, the tested form may be a part): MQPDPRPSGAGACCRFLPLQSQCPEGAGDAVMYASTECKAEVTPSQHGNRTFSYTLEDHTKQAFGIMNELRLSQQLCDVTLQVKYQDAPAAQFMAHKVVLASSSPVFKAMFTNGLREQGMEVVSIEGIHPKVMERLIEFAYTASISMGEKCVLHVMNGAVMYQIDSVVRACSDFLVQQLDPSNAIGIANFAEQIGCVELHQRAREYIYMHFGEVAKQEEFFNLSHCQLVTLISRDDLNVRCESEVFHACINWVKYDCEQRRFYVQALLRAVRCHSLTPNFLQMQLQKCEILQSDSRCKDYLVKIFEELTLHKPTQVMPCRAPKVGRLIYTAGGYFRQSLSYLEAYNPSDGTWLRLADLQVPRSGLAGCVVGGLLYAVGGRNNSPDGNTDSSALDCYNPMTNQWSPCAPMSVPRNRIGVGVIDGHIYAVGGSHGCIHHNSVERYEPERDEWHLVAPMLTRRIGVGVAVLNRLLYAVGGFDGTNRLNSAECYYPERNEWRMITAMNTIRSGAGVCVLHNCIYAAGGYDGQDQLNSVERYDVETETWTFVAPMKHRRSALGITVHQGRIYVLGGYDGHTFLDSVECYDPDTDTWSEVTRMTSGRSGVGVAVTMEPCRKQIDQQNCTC
CAL PDZ FP-2 – inhibitors of human CAL PDZ peptide binding. Q9HD26. purified CAL PDZ, TMR-peptide fluorescence polarization, 1 h. inhibition, % at 24.9 µM. 300,000 compounds, 0.92% hits. AID 602252;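 active = mean inhibition of at least 30% with at least half of replicates also reaching 30%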;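 note: 0% = DMSO neutral control and 100% = excess unlabeled competitor peptide PRC23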
Arrestin-AP2 inh – blocks beta-arrestin peptide binding to AP2 adaptin; FITC-arrestin peptide / GST-AP2 beads, flow cytometry; AP2 beta2 appendage carries R879A mutation; inhibition, % at 10 µM; 340,000 compounds, 0.31% hits;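 active = inhibition above a set limit, near 3 SD of compounds lacking own fluorescence, cut at about 54% in these data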;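 note: plate controls were DMSO wells for no effect and 5 µM unlabelled arrestin peptide for full effect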
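test system = AP2 appendage R879A on GSH beads | buffer or medium = PBS plus Tween 20 (0.05%) and BSA (0.1%) | incubation = 12 min plus 1 h, RT | detection = bead flow cytometry, FITC channel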
RTF Ca sens inh – cardiac RTF calcium desensitization; IANBD-labeled cardiac RTF, Ca2+ fluorescence; P19429+P45379; AID 493244; 340,000 compounds, 0.12% hits; inhibition, % at 7.15 µM;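 active = inhibition above the mean inhibition of all tested compounds plus 3 SD, cut at about 17% in these data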;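 note: assay run at fixed EC70 calcium of 1.6 mM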
NSD2 inh – NSD2 (human) methyltransferase inhibition. O96028. NSD2 peptide methylation, AlphaScreen, 120 min. inhibition, % at 12.5 µM. 310,000 compounds, 0.54% hits. AID 743445; in the data active = inhibition above about 50%
LANA DNA inh – inhibitors of KSHV LANA C-terminal domain DNA binding; MBP-C-LANA/FAM-LBS DNA binding, fluorescence polarization; inhibition, % at 9 µM; 340,000 compounds, 0.078% hits; AID 504423;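 active = highest replicate inhibition at or above 60% at 9 µM, even if other replicates fall short; inactive = all replicates below 60% inhibition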;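 note: 0% = neutral control wells and 100% = 4 µM acridine orange control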
* marks the source's active call; other numbers are inactive results; . = not tested or not shown; & = joins results of further samples. This is a subset, so the mix of outcomes need not match the whole.

SMILES	Pemphigus Ab inh	DAGLB inhibitor	CAL PDZ FP-1	V-ATPase pHluor	Keap1-Nrf2 PPI	CAL PDZ FP-2	Arrestin-AP2 inh	RTF Ca sens inh	NSD2 inh	LANA DNA inh
CCN(CC)S(=O)(=O)c1cccc(-c2nnc(SCC(N)=O)n2CCc2ccccc2)c1	101	1	.	7	6	-2	-4	4	-1	-0.7
O=C(c1ccc(S(=O)(=O)N2CCOCC2)cc1)N1CCN(S(=O)(=O)c2ccc(Cl)s2)CC1	85	2	-2.7	8	-3	-10	-8	-13	-2	1.0
Cc1cccc(NC(=O)CN2CCN(CC(=O)Nc3cccc(C)c3)CC2)c1	103	1	0.0	-3	2	-2	7	3	5	0.3
O=C(O)Cc1ccc(N=Nc2c(O)c(C(=O)O)cc3ccccc23)cc1	87	11	-1.5	-1	-2	-3	12	17	39	92*
COc1ccc(C(c2nnnn2Cc2cccs2)N2CCC(C(N)=O)CC2)c(OC)c1 (centres undefined)	88	-1	.	1	2	0	-9	-6	.	-0.3
COC(=O)c1ccc(/C=N/NC(=O)CC(=O)NCC(C)C)cc1	98	0	-0.3	-1	-7	-1	24	-1	3	-0.3
COc1ccc(CNC(=O)Cc2cccs2)cc1OC	100	-3	-1.1	-1	0	4	6	-8	0	-1.4
COc1ccc(O)c(C=NCC(C)N=Cc2cc(OC)ccc2O)c1 (centres undefined)	83	-1	-1.6	3	-1	-4	7	12	8	-0.4
CCN(C(=O)CSc1nnc2c3ccccc3n(CC)c2n1)C1CCS(=O)(=O)C1 (centres undefined)	95	2	-1.6	-3	3	-1	.	5	-1	1.6
C=CCn1c(SCc2c(C(=O)OC)sc(N)c2C(=O)OC)nnc1-c1ccc(Cl)cc1	112	-3	-0.7	4	-6	-3	23	-2	2	0.0
O=C(C1=C(O)C(=O)N(CC2CCCO2)C1c1cccc(Cl)c1)c1ccco1 (centres undefined)	100	2	0.9	2	-7	2	-13	-10	1	-1.0
COc1ccc(OC)c2[nH]c(=O)c(CCNC(=O)c3ccc4c(c3)OCO4)cc12	94	0	-3.0	-2	1	-3	1	1	-1	-0.9
O=C(NC1(C(F)(F)F)NC(=O)N(c2ccccc2F)C1=O)c1ccncc1 (centres undefined)	104	1	0.2	0	-7	-3	-2	-12	1	-3.8
O=C(NCc1ccc(F)cc1)N[C@@H](Cc1ccccc1)C(=O)O	100	-2	0.1	2	-5	-4	0	-7	-1	1.1
O=C(Cc1c(Cl)cccc1Cl)Nc1cccc(S(=O)(=O)N2CCOCC2)c1	.	1	-2.0	-1	-6	-5	4	10	-3	1.5
O=C(NN1C(=O)c2ccccc2NC1c1ccccn1)c1ccc([N+](=O)[O-])cc1 (centres undefined)	98	2	0.3	-1	-2	-4	11	0	0	1.2
CCOc1ccc2nc(NC(=O)C3CCN(C(=O)c4ccco4)CC3)sc2c1	103	-1	-1.6	-2	3	-4	15	-17	-3	-1.9
Cc1nc(SC(C)C(=O)Nc2cccc(C(F)(F)F)c2)c2c(C)c(C(=O)O)sc2n1 (centres undefined)	98	6	-1.4	2	3	-13	-7	-5	-10	0.1
CCOc1ccccc1N(CC(=O)NC1CCCCC1)S(=O)(=O)c1ccc(C)cc1	.	0	-3.9	-1	-1	.	36	-8	3	-0.8
O=C(O)c1ccc(CSc2nnc(SCc3ccccc3)s2)cc1	101	2	-0.6	-3	3	1	6	-5	-4	-2.2
COC(=O)c1ccc2c(=O)n(Cc3ccc4c(c3)OCO4)c(=S)[nH]c2c1	88	1	-0.1	0	-4	-3	-4	3	-3	-1.5
O=C(Nc1ccc2c(c1)OCO2)c1c[nH]c(=O)n(-c2ccc(F)cc2)c1=O	88	5	-0.3	-2	1	-3	5	1	7	-0.4
CC(CCOS(N)(=O)=O)c1ccccc1 (centres undefined)	105	0	-0.3	4	-4	-2	2	-7	.	-2.0
CCOC(=O)C1CCCN(C2=NC(=O)/C(=C/c3ccc(OC)c(OC)c3)S2)C1 (centres undefined)	105	2	-0.1	1	0	-2	9	-13	0	-3.6
CSc1ccc(CN(C)C(=O)c2ccc(S(=O)(=O)Nc3c(C)n(C)n(-c4ccccc4)c3=O)cc2)cc1	114	0	-1.5	-4	-1	-5	-7	11	2	-1.5
(listing goes on)
SMILES	Pemphigus Ab inh	DAGLB inhibitor	CAL PDZ FP-1	V-ATPase pHluor	Keap1-Nrf2 PPI	CAL PDZ FP-2	Arrestin-AP2 inh	RTF Ca sens inh	NSD2 inh	LANA DNA inh
O=C(OCc1ccc(-c2ccccc2)cc1)c1cccc(O)c1	113	-7	-2.7	-3	0	0	4	-4	-3	1.0
CC1(C)Cc2c(sc(NC(=O)c3ccc(S(=O)(=O)N4CCCCCC4)cc3)c2C#N)C(C)(C)N1	.	1	-1.8	0	1	-7	23	-3	8	-0.4
Cc1nn(CC(=O)NCc2cccnc2)c(C)c1[N+](=O)[O-]	99	-5	-3.3	-4	-1	-1	-4	-2	-4	-0.5
CC(C)C(=O)NCCc1nc2ccccc2n1CCc1ccccc1	105	-1	0.6	-1	-1	-4	5	-2	4	0.1
Clc1ccccc1-c1nc(-c2ccncc2)no1	89&95	-1	-0.3	1&-1	-4&-3	-8	7&-4	-4	-5&-4	-0.6&-1.0
CN(CC(=O)Nc1ccc(Cl)c(Cl)c1)C(=O)CC1OC(=O)c2ccccc21 (centres undefined)	103	4	-3.3	1	2	-4	8	-2	0	0.5
Cc1sc2ncnc(OCC(=O)N3CCN(S(=O)(=O)c4ccc(Cl)cc4)CC3)c2c1C	111	-3	-2.0	3	2	-3	-8	0	1	1.7
O=C(O)C1CCCCC1C(=O)NCCc1ccccc1 (centres undefined)	100	0	-2.5	1	3	.	12	-5	-3	-2.4
CCOC(=O)C1(CCc2ccccc2)CCN(Cc2c(O)cccc2OC)CC1	104	-1	-29	-3	3	4	0	-1	-4	1.1
O=C(COc1ccccc1)Nc1nnc(COc2ccccc2)s1	104	0	0.3	-6	-1	13	13	-5	0	-0.4
CC1=CC(=O)C(C(C)C)=C/C1=C(\c1cc(C(C)C)c(OP(=O)(O)O)cc1C)c1ccccc1C(=O)O	103	3	.	-7	0	-3	24	7	-1&9	-1.0
COc1ccc(C(C)=O)cc1CSCCC(=O)O	103	-5	1.3	-3	1	-5	29	-4	2	0.0
COc1ccc(NC(=O)C2CC(c3c(F)cccc3Cl)=NO2)cc1 (centres undefined)	104	-9	-1.7	2	0	0	2	2	-2	1.3
CN(Cc1ccc2c(c1)OCO2)C(=O)c1cc(-c2ccccc2)c(N2CCOCC2)s1	.	-5	-2.0	1	-4	7	-14	7	0	-0.4
Cc1ccc2c(Cl)cc(Cl)c(OCC(=O)NC(=O)NCc3ccco3)c2n1	108	-7	-0.6	1	-9	-2	17	-17	0	2.0
COc1ccc(C2CC(C)=NN2C=O)cc1OC (centres undefined)	97	1	0.9	-3	-4	-3	-1	0	-1	-0.9
COC(=O)COc1ccc(S(=O)(=O)NCc2ccc3c(c2)OCO3)cc1C	94	0	-0.5	-7	-2	-1	3	-10	-5	-1.7
Cn1cc(C(=O)N2CCN(c3ccccc3)CC2)c(=O)c2cc(S(=O)(=O)N3CCOCC3)ccc21	.	2	-1.8	1	1	-4	-7	-1	2	-0.5
CCCCNc1nc2ccccc2nc1Cl	87	-3	-3.1	1	2	-2	15	5	0	0.1
CCN(CC)CCCNC(=O)c1ccc2c3n(nc2c1)-c1ccc(Cl)cc1CO3	104	2	-5.0	1	2	-6	-10	10	.	-3.5
O=C(Nc1ccc(F)c(Cl)c1)Nc1cnccn1	94	-1	-2.1	2	0	-2	17	-3	-3	-1.2
COC(=O)c1ccc(OCC(O)CN2CCC(C)CC2)cc1 (centres undefined)	104	2	-0.4	0	-5	.	9	-3	.	-0.9
CCOC(=O)N1CCC(N(CCN(C)C)C(=S)Nc2cc(C)cc(C)c2)CC1	.	0	0.6	0	-2	0	9	-9	-1	1.1
Cc1cc(Cl)ccc1Nc1ncccc1C(N)=O	110	3	-2.2	-1	1	2	.	-3	1	0.5
Cc1ccc(-c2c(=O)n(O)c3ccccc3[n+]2[O-])cc1	88	-4	-1.6	3	3	2	36	-4	0	-1.4
(listing goes on)
SMILES	Pemphigus Ab inh	DAGLB inhibitor	CAL PDZ FP-1	V-ATPase pHluor	Keap1-Nrf2 PPI	CAL PDZ FP-2	Arrestin-AP2 inh	RTF Ca sens inh	NSD2 inh	LANA DNA inh
CSc1nc(NC(C)(C)C)nc(Oc2ccc(=O)[nH]n2)n1	105	1	-0.2	1	-4	.	-13	-1	-3	0.5
Cc1ccc(NC(=O)CCNC(=O)c2ccc(Br)cc2)cc1S(=O)(=O)N1CCOCC1	100	2	-4.8	1	-1	-5	-6	-6	2	-1.7
CCOC(=O)CC1COc2ccccc2N1C(=O)c1ccc(F)cc1 (centres undefined)	115	-1	-0.1	-2	4	11	-7	-3	.	-0.6
Cc1c(Cl)cccc1S(=O)(=O)Nc1ccnn1C	108	1	-0.6	-2	-2	-9	17	-7	0	-0.8
O=C(O)C1C2C=CC(C2)C1C(=O)NCCc1cccc(Cl)c1 (centres undefined)	110	-2	0.0	5	1	4	19	-6	-2	0.1
Cc1nn(Cc2ccc(F)cc2)c(Cl)c1/C=N/NC(=O)c1ccccc1	111	-4	-0.4	1	-1	0	5	-6	-9	0.5
O=C(c1ccco1)[C@@H]1[C@@H]2C(=O)N(c3ccc(F)cc3)C(=O)[C@@H]2[C@H]2C=Cc3ccccc3N21	93	2	-1.8	0	3	.	2	7	-3	0.3
O=C(Nc1cccnc1)c1c(F)cccc1F	98	-2	-0.1	3	-1	-2	22	0	1	1.2
Cc1ccc(OCc2cc(C(=O)NC3CCOC3)no2)cc1C (centres undefined)	105	-1	-2.1	-3	-1	-1	30	-1	-1	-0.6
Cc1cc(C)nc(NS(=O)(=O)c2ccc(NC(=O)C3CC(=O)N(c4ccccc4)C3)cc2)n1 (centres undefined)	96	-4	-1.5	4	-2	-6	4	-2	-1	0.0
CCOC(=O)C1=C(C)NC2=C(C(=O)c3ccccc32)C1c1ccc(O)cc1 (centres undefined)	84	21	2.1	0	-5	-4	2	-15	6	0.1
CCCOC(=O)c1ccc(Oc2cn[nH]c2-c2ccc(OC)cc2O)cc1	105	-2	0.2	3	-2	-2	27	4	2	-1.1
COc1ccc(CCNC(=O)CCNS(=O)(=O)c2cc(Br)cnc2N)cc1OC	102	0	1.1	4	4	3	20	-6	-2	-0.7
Cc1ccc(CN2CCC(CNC(=O)C3CCCN(c4ncnc5c4nc4n5CCCCC4)C3)CC2)cc1 (centres undefined)	93	-1	-0.7	0	-7	1	-4	2	3	-0.9
